# Source: PubChem BioAssay
# HEK293 tox – cytotoxic in the GLP-1 receptor inverse agonist counter-screen; AID 624418; HEK293 cAMP-luciferase reporter cells, luminescence, 24 h; Potency, µM (series often up to 38.3 µM), for inactives: at the highest dose activity change, negative = inhibition, actives largely listed as inhibitors; hit rate 0.13% among 410,000;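 also: loss of luciferase light is scored as toxicity; potency is read from the fitted curve at half-maximal effect; % is scaled to controls: 0 for no effect and ±100 for the full control effect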
#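 To flag toxic compounds, the library was rerun on cells for 24 hr at 37 deg C and 5% CO2. Viability-linked luminescence was captured 12 min after adding luciferase detection reagent.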
# DRD3 agonist – D3 dopamine receptor (human) agonism. D3R DiscoveRx beta-arrestin cells, luminescence, 90 min. max activation, %. P35462. hit rate 0.58% among 410,000; in the data active = max activation above about 30%; also: 0% is about no effect; mostly tested at two doses, the higher about 12 µM
# Target sequence (P35462 whole entry, looked up): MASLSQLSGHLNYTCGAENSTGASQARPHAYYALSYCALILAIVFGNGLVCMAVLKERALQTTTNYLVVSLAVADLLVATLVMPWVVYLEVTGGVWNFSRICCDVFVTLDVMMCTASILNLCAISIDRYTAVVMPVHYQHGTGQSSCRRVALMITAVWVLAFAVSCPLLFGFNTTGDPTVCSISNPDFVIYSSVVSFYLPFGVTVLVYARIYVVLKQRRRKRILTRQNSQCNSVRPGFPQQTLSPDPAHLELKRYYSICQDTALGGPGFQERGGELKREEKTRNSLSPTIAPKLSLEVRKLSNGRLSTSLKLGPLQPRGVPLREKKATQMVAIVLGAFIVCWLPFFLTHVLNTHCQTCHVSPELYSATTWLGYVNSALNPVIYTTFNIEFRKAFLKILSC
#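 Agonist-mode cell screen: cells plated at 1500/well and incubated overnight at 37 °C, then exposed to library compounds for 90 min at 37 °C. Detection reagent was added for 30–60 min at room temperature, and luminescence was read.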
# GLP1R inv ag – acts as inverse agonist at human GLP-1 receptor; Potency, µM (titrated, usually from 38.3 µM), inactives show at the top dose activity change, negative = inhibition, actives largely listed as inhibitors; HEK293 GLP-1R CRE-luciferase, luminescence, 24 h; GLP-1R form is constitutively active; hit rate 1.6% among 410,000; P43220; also: potency is read from the fitted curve at half-maximal effect; % is scaled to controls: 0 for no effect and ±100 for the full control effect; nearly all actives have a fitted effect of over 55% in size
# Target sequence (P43220 whole entry, looked up): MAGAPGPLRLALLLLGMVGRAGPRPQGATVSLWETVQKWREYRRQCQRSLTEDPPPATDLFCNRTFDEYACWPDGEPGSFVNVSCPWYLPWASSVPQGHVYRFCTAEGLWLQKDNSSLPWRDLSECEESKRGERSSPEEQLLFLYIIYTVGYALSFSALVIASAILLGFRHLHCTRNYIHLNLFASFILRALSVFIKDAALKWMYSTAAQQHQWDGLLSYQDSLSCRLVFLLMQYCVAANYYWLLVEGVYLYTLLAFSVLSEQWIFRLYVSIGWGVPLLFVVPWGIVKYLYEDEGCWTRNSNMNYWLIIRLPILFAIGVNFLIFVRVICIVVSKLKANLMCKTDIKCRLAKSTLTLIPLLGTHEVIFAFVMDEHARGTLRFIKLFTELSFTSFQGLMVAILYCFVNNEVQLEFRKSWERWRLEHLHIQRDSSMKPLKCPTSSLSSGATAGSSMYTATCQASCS
#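 Stable HEK293 clone (constitutively active GLP-1R + cAMP-response luciferase); 200 cells/uL plated, 12 h pre-culture, compound 24 hr, 37 deg C/5% CO2; detection reagent 12 min RT; luminescence.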
# The depositor's hits bear a star; ? = inconclusive; [ ] = another dose, or the depositor's remark. Unless noted, calls follow the shape of the dose curve; as a rule, active = well fitted curve in the direction sought with a large enough effect; inconclusive = small, poorly fitted or top-dose-only effect, or another doubt; inactive = no such curve, though single readings can be large; an effect the other way counts as inactive or inconclusive.
# Under each structure: HEK293 tox, DRD3 agonist, GLP1R inv ag
COc1ccc(C2=C(C)C(N3CCC(C(=O)Nc4ccc(F)cc4C)CC3)=NS2(=O)=O)cc1
→ -1%, 5, -1%
Cc1nnc(N2CCCC(C(=O)NCCc3ccc(Cl)cc3)C2)c2nn(-c3ccccc3)c(C)c12 (configuration not stated)
→ 2%, 0, -14%
COc1ccccc1NC(=O)CSC1=Nc2ccccc2C2=NC(CCC(=O)NCCc3ccccc3)C(=O)N12 (configuration not stated)
→ -1%, 3, 2%
Cc1cc(NC(=O)CCS(=O)(=O)c2cc(Br)cc3c2N(C(=O)C2CC2)CC3)ccc1Br
→ 6%, 1, 2%
COc1cccc(OCCn2c(-c3ccc(Cl)cc3)nc3ccccc3c2=O)c1
→ -1%, -15, -5%
CCc1c(C)sc(NC(=O)c2cc3nc(-c4ccc(OC)cc4)cc(C(F)(F)F)n3n2)c1C(=O)OC
→ 3%, -15, 0%
COc1cccc(CNC(=O)CCc2nnc3n(C)c(=O)c4sccc4n23)c1
→ 1%, 0, 5%
CCOC(=O)Cn1c(=O)n(C2CCCCC2)c2nc(-c3cccc(C)c3)nc(C(N)=O)c21
→ 3%, 5, 2%
Cc1ccc(CN(C(=O)COc2ccc(Cl)cc2C)C2CCS(=O)(=O)C2)o1 (configuration not stated)
→ -7%, -14, ?
Cc1cn2c(=O)cc(COC(=O)c3cccc(NC(=O)COc4ccccc4Cl)c3)nc2s1
→ 2%, 1, 9%
COC(=O)c1ccccc1NC(=O)CCS(=O)(=O)c1nc(-c2ccc3c(c2)OCO3)cc(C(F)(F)F)n1
→ -7%, -17, 2%
CSc1ccc(CCNC(=O)Cn2c(C)c3cnn(-c4ccccc4)c(=O)c3c2C)cc1
→ -5%, 0, -5%
CC(C)(C)C(=O)NCCc1nc2ccccc2n1CCCCOc1ccc(Cl)cc1
→ -21%, -2, 10µM*
CC1CN(C(=O)N2CCC(C(=O)NCCCc3ccccc3)CC2)c2cc(Cl)ccc2O1 (configuration not stated)
→ -20%, 3, ?
CCOc1ccc(NC(=O)c2sc3nc4c(c(-c5ccccc5)c3c2N)C(=O)CC(C)(C)C4)cc1
→ 0%, 0, 6%
COc1cccc(CN2CCCN(CC(=O)Nc3ccc4c(c3)OCCO4)S2(=O)=O)c1
→ 5%, 5, 3%
CCOC(=O)c1ccc(NC(=O)CSc2nnc3c4ccccc4n(CC)c3n2)cc1
→ -5%, 11, -5%
Cc1ccc(N(Cc2cccs2)C(=O)c2ccccc2[N+](=O)[O-])cc1
→ -7%, 2, ?
COCCN(Cc1ccco1)C(=O)c1cc2c(Cl)nc3ccc(C)cc3c2s1
→ -1%, 5, 6%
COc1cc(OC)cc(-c2nc(-c3cccc(C)c3)no2)c1
→ 0%, -2, 1%
COc1cc(OC)c(NC(=O)Cn2c(SCc3ccccc3F)nc3cccnc32)cc1Cl
→ -5%, 6, 7%
CC(C)Cc1nn2c(=O)cc(COC(=O)c3ccccc3NC(=O)c3cccs3)nc2s1
→ 4%, 6, 5%
O=C1CCCc2[nH]c(=O)c(-c3nc(-c4cccc([N+](=O)[O-])c4)cs3)cc21
→ 13%, -1, 6%
Cc1c(C(=O)Nc2cccc(Cl)c2)oc2ccc(S(=O)(=O)N3CCOCC3)cc12
→ 1%, 19, 5%
COc1ccc(NC(=O)C2=C(C)Nc3nc(SCc4ccccc4C)nn3C2c2cc(OC)c(O)c(OC)c2)cc1 (configuration not stated)
→ -5%, 6, 12%
CCc1cccc(C)c1NC(=O)CN1CCCN(Cc2ccc(C)cc2)S1(=O)=O
→ -13%, -3, -12%
Cc1ccc(NC(=O)Cn2c(=O)n(Cc3ccccc3)c(=O)c3c(C)c(C(=O)N(C)C)sc32)c(C)c1
→ -21%, 3, -11%
CCOC(=O)c1ccccc1NC(=O)c1sc2ccccc2c1Cl
→ 3%, -6, 9%
CCc1ccc2oc(C(=O)N(Cc3cccc(Cl)c3)Cc3ccco3)c(C)c2c1
→ 13%, -1, 8.9µM*
COc1cccc(C(=O)Nc2cccc(C(=O)OCc3cc(=O)n4nc(C(C)C)sc4n3)c2)c1
→ 4%, 3, -5%
COc1ccc(NC(=O)C(c2ccc(C)cc2)N(C)C(=O)/C=C\c2ccc3c(c2)OCO3)cc1 (configuration not stated)
→ 3%, -6, ?
CCc1nn(-c2ccccc2)c2nc(-c3ccccc3OC)c3cc(OC)c(OC)cc3c12
→ 2%, 11, ?
COc1ccc(N2CCN(c3c4c(nc5nncn35)CCC4)CC2)cc1
→ -3%, 9, ?
O=C(Cc1csc2ccccc12)NCc1cccc(Br)c1
→ 3%, -13, ?
CCOc1ccc(C(=O)NCCc2sc(-c3ccc(C)cc3)nc2C)cc1
→ -23%, 11, ?
COc1ccc(C(=O)Oc2c(Sc3ccc(Cl)cc3)c(C)nn2C(C)(C)C)cc1OC
→ -8%, 4, -12%
O=c1c2ccccc2n(Cc2c(F)cccc2Cl)c(=O)n1Cc1ccccc1
→ 0%, -4, 26%
Cc1cccc(N2CCN(S(=O)(=O)c3cc(C(=O)Nc4ccc(Oc5ccccc5)cc4)ccc3F)CC2C)c1 (configuration not stated)
→ 1%, 0, ?
Cc1ccn2cc(CNC(=O)c3cccc(C(F)(F)F)c3)nc2c1
→ -4%, -25, -3%
Cc1cccc(NS(=O)(=O)c2ccc3c(c2)CCN3C(=O)CCC(=O)O)c1C
→ -13%, 3, 15%
Clc1cccc(CNc2cc(-c3ccccc3)nc3nncn23)c1
→ -11%, 5, ?
CCCCCCC(=O)Nc1cc2nc3c(nc2cc1C)c(=O)n(C)c(=O)n3C
→ 3%, 0, 34%
Cc1cc(C)cc(N(C)S(=O)(=O)c2nnc(NC(=O)COc3ccc(Cl)cc3)s2)c1
→ 2%, 9, -20%
CCc1ccccc1NC(=O)c1cc2sc(Cl)cc2n1CC
→ 10%, -11, -15%
COc1ccc(-n2c3c(cc(-c4nc(-c5ccc(Cl)cc5)cs4)c2=O)C(=O)CC(C)(C)C3)cc1
→ 2%, -7, 7%
COc1ccc(Cn2ccc3nc(C)c(C(=O)NCc4ccc(F)cc4)cc3c2=O)cc1
→ -7%, 0, ?
COc1ccccc1NC(=O)Cn1c(SCC(=O)Nc2ccc(F)cc2)nc2ccccc21
→ 5%, 1, 37%
CC(Oc1ccc(F)cc1)C(=O)NCC1(N(C)C)CCCCC1 (configuration not stated)
→ 1%, -16, -7%
CCCc1cc(=O)[nH]c2nnc(SCC(=O)Nc3cccc(C)c3)n12
→ -1%, -12, 9%
Cc1ccc(Cl)cc1NC(=O)N1CCC(CN2CCc3ccccc3C2)CC1
→ 0%, -18, -18%
CCN(C(=O)C1CCC(CNS(=O)(=O)c2cccc3nsnc23)CC1)c1cccc(C)c1 (configuration not stated)
→ 0%, 3, ?
O=C(CSc1nc(-c2ccco2)nc2cc(=O)[nH]n12)Nc1ccccc1F
→ 1%, 12, 6%
CCOC(=O)c1cccc(NC(=O)CC2C(=O)N(c3ccc(F)cc3)C(=O)N2C(C)C)c1 (configuration not stated)
→ 0%, 4, -3%
CCCNc1ncnc2c1c(-c1ccccc1)cn2-c1ccccc1
→ -4%, 1, 10µM*
Cc1ccc2sc(N(Cc3cccnc3)C(=O)C3COc4ccccc4O3)nc2c1C (configuration not stated)
→ -9%, 5, 6%
CC(=O)c1ccc(NC(=O)c2ccc3c(c2)nnn3C2CCCC2)cc1
→ 4%, -8, -7%
CCn1nc(C)c2c(-c3ccccc3)cc(=O)n(C(C)C(=O)NCc3ccccc3OC)c21 (configuration not stated)
→ 1%, -16, ?
NC(=O)c1cc(S(=O)(=O)N2CCN(c3cccc(C(F)(F)F)c3)CC2)cs1
→ -12%, -13, -3%
Cc1c(NC(=O)C(F)(F)F)ccc2nc3c(=O)n(C)c(=O)n(C)c3nc12
→ 5%, 1, 44%[activator]
Cc1nn(CC(=O)Nc2ccc(OC(F)(F)F)cc2)c(=O)c2c(C)n(-c3ccc(Cl)cc3)nc12
→ -17%, 11, 11%

# Gathered by group: the compounds so far with a CF3 group (6)
# Under each structure: HEK293 tox, DRD3 agonist, GLP1R inv ag
CCc1c(C)sc(NC(=O)c2cc3nc(-c4ccc(OC)cc4)cc(C(F)(F)F)n3n2)c1C(=O)OC
→ 3%, -15, 0%
COC(=O)c1ccccc1NC(=O)CCS(=O)(=O)c1nc(-c2ccc3c(c2)OCO3)cc(C(F)(F)F)n1
→ -7%, -17, 2%
Cc1ccn2cc(CNC(=O)c3cccc(C(F)(F)F)c3)nc2c1
→ -4%, -25, -3%
NC(=O)c1cc(S(=O)(=O)N2CCN(c3cccc(C(F)(F)F)c3)CC2)cs1
→ -12%, -13, -3%
Cc1c(NC(=O)C(F)(F)F)ccc2nc3c(=O)n(C)c(=O)n(C)c3nc12
→ 5%, 1, 44%[activator]
Cc1nn(CC(=O)Nc2ccc(OC(F)(F)F)cc2)c(=O)c2c(C)n(-c3ccc(Cl)cc3)nc12
→ -17%, 11, 11%

# Next section:
# Under each structure: HEK293 tox, DRD3 agonist, GLP1R inv ag
Cc1cccc(N(C)c2nc3ccc(C(=O)c4ccccc4)cc3n3c(C)nnc23)c1
→ 11%, -7, 3%
CC(=O)Nc1ccc(S(=O)(=O)NCCc2csc3nc(-c4ccc(Cl)cc4)nn23)cc1
→ -5%, 5, 13%
CCc1ccccc1NC(=O)C1CCN(C(=O)N2CC(C)Oc3ccc(Cl)cc32)CC1 (configuration not stated)
→ 1%, 5, 5%
COc1ccccc1-c1ncnn1-c1sc2c(c1C#N)CCCCC2
→ -12%, 7, 10%
Cc1ccc(NC(=O)Cn2cc(C(=O)C3CCCCC3)c3ccccc32)c(C)c1
→ 3%, 11, ?
CCc1nn(CC(=O)N2CCN(c3cccc(C)c3)C(C)C2)c(=O)c2cc3sccc3n12 (configuration not stated)
→ 12%, 8, 6%
CCOC(=O)c1c(C)[nH]c(CCC(=O)NCc2cc(Br)ccc2OC)c1C
→ 16%, -12, -20%
CCC(=O)N1CCc2cc(S(=O)(=O)NC(C(=O)Nc3ccc(C(C)=O)cc3)C(C)C)ccc21 (configuration not stated)
→ 2%, -16, 1%
COc1ccc(F)cc1S(=O)(=O)Nc1cccc(-c2ccc(N3CCC(C)CC3)nn2)c1
→ -25%, 3, ?
COc1ccc(Cl)cc1NC(=O)c1sc2nc3n(c(=O)c2c1C)CCC3
→ 1%, 0, 7%
COc1cccc(CNC(=O)c2cccc(NC(=O)c3nsc4ccccc34)c2)c1
→ -10%, 9, ?
CCCCNc1nc(Oc2ccc(=O)n(C)n2)nc(N(C)C)n1
→ 7%, 10, -2%
Cc1ccc2nc(N3CCC(C(=O)N4CCN(c5cccc(C)c5C)CC4)CC3)[nH]c2c1
→ -10%, -3, ?
CCOC(=O)c1c(C)n(S(=O)(=O)c2ccc(C)cc2C)c2ccc(NS(=O)(=O)c3ccc(C)cc3C)cc12
→ 1%, -8, ?
CCc1ccc(CNc2nc3nc(C)c(Cc4ccccc4)c(=O)n3[nH]2)cc1
→ 8%, -15, 6%
CCS(=O)(=O)N1CCc2cc(C(=O)NCCc3ccccc3)ccc21
→ -16%, -19, 3%
COc1ccccc1CCNC(=O)c1ccc(-c2nc(CSc3ccc(C)cc3)c(C)o2)cc1
→ 11%, 2, 10µM*
CCN(c1ccccc1)c1nnc(NC(=O)Nc2cccc(Cl)c2C)s1
→ -1%, -3, -19%
CCOc1ccc(CCNC(=O)c2nn(C)c3c2CSc2ccccc2-3)cc1
→ 3%, 6, 10µM*
CCc1cccc(C)c1NC(=O)Cn1cnc2c1c(=O)n(C)c(=O)n2C
→ 3%, -4, -10%
CC(C)OCCCn1c(=O)c2ccccc2n2c(-c3ccccc3F)nnc12
→ 3%, 3, ?
CCN1C(=O)c2ccccc2Sc2ccc(NC(=O)c3ccc(C#N)cc3)cc21
→ 0%, -22, 2%
COc1ccccc1CNC(=O)Cc1c(C)c2c(cc(C)c3c(C)coc32)oc1=O
→ 22%, 4, 9%
Clc1cccc(N2CCN(c3c4c(nc5nncn35)CCC4)CC2)c1
→ 2%, 7, 8%
CCC(C(=O)Nc1ccc(C(=O)OC)cc1)n1nc(-c2ccc(C)cc2)c2c(c1=O)CCCC2 (configuration not stated)
→ 2%, -15, 2.5µM*
COc1ccccc1Cn1c(CNS(=O)(=O)c2c(C)cc(C)cc2C)nc2cccnc21
→ -1%, -16, -12%
CCCNC(=O)CSc1nc(-c2ccc(OC)cc2)cc(C(F)(F)F)n1
→ 5%, 11, 4%
COc1ccc(CNc2ncnc3onc(C)c23)cc1
→ 4%, 18, -23%
CCOC(=O)c1c(C)[nH]c(C)c1S(=O)(=O)N1CCC(C(=O)Nc2ccc(C)cn2)CC1
→ -6%, 4, 3%
COc1cccc(C(=O)NC(=O)Nc2ccc(-c3cc(C(F)(F)F)nn3-c3ccccc3)cc2)c1
→ -2%, 7, -14%
COc1cc(OC)cc(C(=O)Nc2nc(-c3nnn(-c4ccc(C)cc4)c3C)ns2)c1
→ -9%, -12, 9%
COc1ccc(NC(=O)C2CCN(S(=O)(=O)c3cccc(-c4noc(C)n4)c3)CC2)cc1OC
→ 4%, -9, 1%

# An excerpt; the hit share may differ from the screen's.
